From PubChem
NOD2 RIPK2 PPI = blocks binding of human NOD2 to RIPK2. O43353. CHO BLA complementation NOD2-RIPK2, CCF4 ratio. inhibition, % at 4.98 µM. actives 0.38% (n = 360,000). AID 624267; in the data active means inhibition above about 21%;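 further: 0% = vehicle only and 100% = reference blocker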
TROY NFkB inh = TROY signaling inhibition; Q293 LMP1-TROYcd NF-kB luciferase reporter, 4 h; inhibition, % at 10 µM; actives 0.98% (n = 360,000); AID 1347056;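 active means compounds whose plate-normalised and pattern-corrected inhibition of the luciferase reporter signal at the single screening dose is 50% or more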
NCOA2 inhibitor = human SRC2 (NCOA2) inhibition | Q15596 | HEK293 GAL4-SRC2 luciferase reporter, luminescence | inhibition, % at 9 µM | actives 0.17% (n = 370,000) | AID 651957;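 active means inhibition above the mean inhibition of all tested compounds plus 3 SD, set per campaign, cut at about 52% in these data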;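 further: 0% = DMSO treated cells and 100% = cells given Gossypol at 36 µM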
NR5A2 inv ag = suppresses constitutive activity of human LRH-1. O00482. HEK293T StAR-luciferase reporter, LRH-1 transfected, 24 h. inhibition, % at 3.6 µM. actives 0.13% (n = 360,000);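 active means inhibition above the mean inhibition of all tested compounds plus 3 SD, cut at about 73% in these data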;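 further: 0% = DMSO wells and 100% = reporter-only cells lacking LRH-1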
Target sequence (O00482 whole entry, looked up): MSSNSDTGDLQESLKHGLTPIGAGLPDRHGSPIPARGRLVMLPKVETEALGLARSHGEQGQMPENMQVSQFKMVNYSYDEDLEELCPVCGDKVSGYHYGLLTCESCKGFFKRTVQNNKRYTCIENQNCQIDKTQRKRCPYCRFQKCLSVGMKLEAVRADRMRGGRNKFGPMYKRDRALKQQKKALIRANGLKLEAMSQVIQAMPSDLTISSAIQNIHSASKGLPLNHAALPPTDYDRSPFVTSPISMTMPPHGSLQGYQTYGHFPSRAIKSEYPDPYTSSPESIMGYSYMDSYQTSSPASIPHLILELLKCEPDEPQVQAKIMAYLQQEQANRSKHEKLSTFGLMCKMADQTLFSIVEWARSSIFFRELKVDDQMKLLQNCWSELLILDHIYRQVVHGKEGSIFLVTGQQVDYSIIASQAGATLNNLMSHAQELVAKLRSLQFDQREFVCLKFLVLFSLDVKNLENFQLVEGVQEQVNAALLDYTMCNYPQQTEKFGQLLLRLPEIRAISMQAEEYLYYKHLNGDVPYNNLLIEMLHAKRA
SRC1 inh = inhibits human SRC1 coactivator | HEK293 GAL4-SRC1 luciferase reporter, luminescence | actives 0.12% (n = 360,000) | AID 588354 | inhibition, % at 3.6 µM;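 active means inhibition above the campaign mean plus 3 SD, with each screening campaign given its own cutoff, cut at about 60% in these data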;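 further: 0% = DMSO treated cells and 100% = gossypol at 36 µM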
TLR9-MyD88 inh = inhibitors of human TLR9-MyD88 binding; Q9NR96+Q99836; AID 504734; inhibition, % at 4.98 µM; CHO BLA complementation TLR9-MyD88, CCF4 FRET ratio; actives 0.21% (n = 340,000);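 active means inhibition above the mean over all tested compounds plus 3 SD, cut at about 21% in these data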;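 further: 0% = DMSO only wells and 100% = clavulanate BLA inhibitor control wells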
COUP-TFII inh = NR2F2 (human) inhibition, primary screen. actives 0.7% (n = 370,000). inhibition, % at 8.6 µM. P24468. HEK293T NGFI-A luciferase reporter, luminescence;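 active means inhibition above a per-plate cutoff, mean inhibition of test wells between control levels plus 3 SD, cut at about 38% in these data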;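 further: cells cotransfected with COUP-TFII expression vector driving the NGFI-A reporter; 0% = median of COUP-TF2 test wells and 100% = reporter-only cells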
Target sequence (P24468 whole entry, looked up): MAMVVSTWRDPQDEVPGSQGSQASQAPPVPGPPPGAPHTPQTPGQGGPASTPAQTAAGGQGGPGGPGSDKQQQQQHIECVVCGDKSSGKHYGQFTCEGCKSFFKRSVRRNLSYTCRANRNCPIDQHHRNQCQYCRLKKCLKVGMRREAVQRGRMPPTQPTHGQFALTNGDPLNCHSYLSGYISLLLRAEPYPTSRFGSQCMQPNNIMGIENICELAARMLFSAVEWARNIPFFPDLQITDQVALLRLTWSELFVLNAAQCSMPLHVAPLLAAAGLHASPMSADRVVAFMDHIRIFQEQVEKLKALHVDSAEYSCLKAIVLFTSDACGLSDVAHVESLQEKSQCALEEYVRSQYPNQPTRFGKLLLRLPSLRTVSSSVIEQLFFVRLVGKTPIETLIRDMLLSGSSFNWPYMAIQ
TWEAK Fn14 block = inhibitors of TWEAK-Fn14 interaction signaling; TWEAK-stimulated Fn14 reporter cells, luciferase luminescence, 8 h; inhibition, % at 10 µM; actives 2% (n = 360,000); AID 1159606; in the data active means inhibition above about 50%
SRC3 inh = inhibits human SRC3 coactivator; AID 588352; inhibition, % at 3.6 µM; actives 0.17% (n = 360,000); HEK293 GAL4-SRC3 luciferase reporter, luminescence; Q9Y6Q9;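 active means inhibition above a per-campaign cutoff, the mean of all compounds plus 3 SD, cut at about 60% in these data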;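 further: 0% = DMSO-treated cells and 100% = gossypol-treated cells at 36 µM; higher means less SRC3-driven luciferase light from the GAL4 reporter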
Exocytosis inh = blocks lytic granule exocytosis. AID 651702. TALL-104 LAMP-1 surface exposure, flow cytometry; cells stimulated with thapsigargin and PMA. inhibition, % at 10 µM. actives 0.66% (n = 360,000);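 active means inhibition above about 55%, limit read from the data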
ABHD5-PLIN5 inh = inhibitors of human ABHD5-perilipin-5 interaction; Q00G26+Q8WTS1; Split G. princeps luciferase complementation, luminescence, 4 h; inhibition, % at 4 µM; actives 0.78% (n = 360,000);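 active means inhibition above the mean inhibition across every tested compound plus 3 SD, cut at about 22% in these data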;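 further: 0% = DMSO only wells and the 100% control is not disclosed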
* hit, by the source's call.

How did C(=N\NC1=Nc2cccc3cccc1c23)/c1ccccc1 do in these assays?
NOD2 RIPK2 PPI: 14; TROY NFkB inh: -14; NCOA2 inhibitor: -43; NR5A2 inv ag: -158; SRC1 inh: -134; TLR9-MyD88 inh: 11; COUP-TFII inh: -47; TWEAK Fn14 block: 13; SRC3 inh: -106; Exocytosis inh: 2; ABHD5-PLIN5 inh: 0

How did CCn1c(CSc2nc(C)cc(C)n2)nnc1SCC(=O)Nc1nc(-c2ccccc2)cs1 do in these assays?
NOD2 RIPK2 PPI: -12; TROY NFkB inh: 28; NCOA2 inhibitor: -23; NR5A2 inv ag: 15; SRC1 inh: -3; TLR9-MyD88 inh: 0; COUP-TFII inh: 15; TWEAK Fn14 block: 20; SRC3 inh: 7; Exocytosis inh: 1; ABHD5-PLIN5 inh: -1

How did CCN(CC)S(=O)(=O)c1ccc(OC)c(NC(=O)c2ccc(N3CCCC3=O)cc2)c1 do in these assays?
NOD2 RIPK2 PPI: -7; TROY NFkB inh: -4; NCOA2 inhibitor: 1; NR5A2 inv ag: 11; SRC1 inh: 12; TLR9-MyD88 inh: -9; COUP-TFII inh: -10; TWEAK Fn14 block: -5; SRC3 inh: -13; Exocytosis inh: 0; ABHD5-PLIN5 inh: -5

How did Cc1cccc(OCC(=O)NNC(=O)C2CCCCC2C(=O)O)c1 (stereo unspecified) do in these assays?
NOD2 RIPK2 PPI: 5; TROY NFkB inh: -17; NCOA2 inhibitor: -18; NR5A2 inv ag: -3; SRC1 inh: -4; TLR9-MyD88 inh: 1; COUP-TFII inh: -1; TWEAK Fn14 block: -37; SRC3 inh: 10; Exocytosis inh: 7; ABHD5-PLIN5 inh: 0

How did CCOc1ccc(C2=Nn3c(nnc3-c3ccco3)SC2)cc1 do in these assays?
NOD2 RIPK2 PPI: -3; TROY NFkB inh: -16; NCOA2 inhibitor: 9; NR5A2 inv ag: -20; SRC1 inh: -20; TLR9-MyD88 inh: -3; COUP-TFII inh: 1; TWEAK Fn14 block: -28; SRC3 inh: -21; Exocytosis inh: 0; ABHD5-PLIN5 inh: -1

How did COc1cc(NC(=O)c2cc3nc(C)cc(C)n3n2)c(OC)cc1Cl do in these assays?
NOD2 RIPK2 PPI: 10; TROY NFkB inh: -32; NCOA2 inhibitor: -68; NR5A2 inv ag: -115; SRC1 inh: -60; TLR9-MyD88 inh: -4; COUP-TFII inh: -30; TWEAK Fn14 block: 18; SRC3 inh: -54; Exocytosis inh: 1; ABHD5-PLIN5 inh: 1

How did O=C1CC(c2ccc3c(c2)OCO3)c2cc3c(cc2N1)OCCO3 (stereo unspecified) do in these assays?
NOD2 RIPK2 PPI: -1; TROY NFkB inh: -26; NCOA2 inhibitor: -25; NR5A2 inv ag: 27; SRC1 inh: -3; TLR9-MyD88 inh: -6; COUP-TFII inh: 19; TWEAK Fn14 block: -17; SRC3 inh: -8; Exocytosis inh: 2; ABHD5-PLIN5 inh: -1

What do the screens show for `CCCSc1ccc([C@@H]2[C@H]3C(=O)N(CC)C(=O)[C@H]3[C@]3(C(=O)OC)CCCCN23)cc1`?
NOD2 RIPK2 PPI: -10; TROY NFkB inh: 14; NCOA2 inhibitor: 10; NR5A2 inv ag: -1; SRC1 inh: -2; TLR9-MyD88 inh: -4; COUP-TFII inh: 6; TWEAK Fn14 block: 11; SRC3 inh: 2; Exocytosis inh: 16; ABHD5-PLIN5 inh: 4

Results for CC(NC(=O)C(c1ccccc1)c1ccccc1)c1ccccc1 (stereo unspecified) ?
NOD2 RIPK2 PPI: -3; TROY NFkB inh: 5; NCOA2 inhibitor: 4; NR5A2 inv ag: -2; SRC1 inh: 24; TLR9-MyD88 inh: 0; COUP-TFII inh: 6; TWEAK Fn14 block: 4; SRC3 inh: 4; Exocytosis inh: 0; ABHD5-PLIN5 inh: 6

What do the screens show for `CCOc1cc(/C=N/n2cnnc2)ccc1OC(=O)c1cccc([N+](=O)[O-])c1`?
NOD2 RIPK2 PPI: -1; TROY NFkB inh: 35; NCOA2 inhibitor: -17; NR5A2 inv ag: 13; SRC1 inh: -13; TLR9-MyD88 inh: 4; COUP-TFII inh: 10; TWEAK Fn14 block: 21; SRC3 inh: -15; Exocytosis inh: -7; ABHD5-PLIN5 inh: -7

What do the screens show for `Cc1ccc(Sc2ccc(CN3CCCCC3)cc2[N+](=O)[O-])cc1`?
NOD2 RIPK2 PPI: -12; TROY NFkB inh: -11; NCOA2 inhibitor: -1; NR5A2 inv ag: -1; SRC1 inh: -25; TLR9-MyD88 inh: 0; COUP-TFII inh: 1; TWEAK Fn14 block: 13; SRC3 inh: 6; Exocytosis inh: 2; ABHD5-PLIN5 inh: 1

What do the screens show for `Cc1cc(C(=O)Nc2cccc(O)c2)co1`?
NOD2 RIPK2 PPI: 0; TROY NFkB inh: 7; NCOA2 inhibitor: -18; NR5A2 inv ag: -21; SRC1 inh: -33; TLR9-MyD88 inh: 5; COUP-TFII inh: -18; TWEAK Fn14 block: 9; SRC3 inh: -30; Exocytosis inh: -2; ABHD5-PLIN5 inh: -3

Results for CN1CCN(S(=O)(=O)c2cccc(C(=O)N(C)Cc3c(F)cccc3Cl)c2)CC1 ?
NOD2 RIPK2 PPI: -9; TROY NFkB inh: -10; NCOA2 inhibitor: -14; NR5A2 inv ag: 18; SRC1 inh: -7; TLR9-MyD88 inh: 9; COUP-TFII inh: 9; TWEAK Fn14 block: -7; SRC3 inh: 12; Exocytosis inh: 10; ABHD5-PLIN5 inh: 1

What do the screens show for `NS(=O)(=O)c1ccc(CCNC(=O)CCC(=O)c2cccs2)cc1`?
NOD2 RIPK2 PPI: -7; TROY NFkB inh: -1; NCOA2 inhibitor: -20; NR5A2 inv ag: -12; SRC1 inh: -10; TLR9-MyD88 inh: 4; COUP-TFII inh: 15; TWEAK Fn14 block: 1; SRC3 inh: 12; Exocytosis inh: -6; ABHD5-PLIN5 inh: -4

How did CC(=O)Nc1cccc(-c2cnc(N)c(C(=O)c3cccnc3)n2)c1 do in these assays?
NOD2 RIPK2 PPI: -8; TROY NFkB inh: 38; NR5A2 inv ag: 75*; SRC1 inh: 79*; TLR9-MyD88 inh: -7; TWEAK Fn14 block: 82*; SRC3 inh: 78*; Exocytosis inh: -3; ABHD5-PLIN5 inh: 1

How did COc1cc(CNc2ccc(CNc3ncn[nH]3)cc2)ccc1OCc1ccccc1 do in these assays?
NOD2 RIPK2 PPI: -7; TROY NFkB inh: -40; NCOA2 inhibitor: -5; NR5A2 inv ag: 4; SRC1 inh: 0; TLR9-MyD88 inh: 3; COUP-TFII inh: -10; TWEAK Fn14 block: 19; SRC3 inh: -12; Exocytosis inh: -1; ABHD5-PLIN5 inh: 5

How did O=C(O)CC1SC(=Nc2ccccc2)N(c2ccccc2)C1=O (stereo unspecified) do in these assays?
NOD2 RIPK2 PPI: -2; TROY NFkB inh: 1; NCOA2 inhibitor: -17; NR5A2 inv ag: -2; SRC1 inh: -8; TLR9-MyD88 inh: 3; COUP-TFII inh: -4; TWEAK Fn14 block: -8; SRC3 inh: 6; Exocytosis inh: -1; ABHD5-PLIN5 inh: -3

What do the screens show for `CCN1CCN(C(=S)NCCc2ccccc2)CC1`?
NOD2 RIPK2 PPI: 10; TROY NFkB inh: -38; NCOA2 inhibitor: -16; NR5A2 inv ag: -13; SRC1 inh: -44; TLR9-MyD88 inh: 0; COUP-TFII inh: -26; TWEAK Fn14 block: -25; SRC3 inh: -25; Exocytosis inh: -2; ABHD5-PLIN5 inh: 2

What do the screens show for `C/C(=N\NC(=O)CCCNc1cccc(C)c1)c1ccncc1`?
NOD2 RIPK2 PPI: 2; TROY NFkB inh: 9; NCOA2 inhibitor: -6; NR5A2 inv ag: 3; SRC1 inh: -6; TLR9-MyD88 inh: -10; COUP-TFII inh: 5; TWEAK Fn14 block: -9; SRC3 inh: 1; Exocytosis inh: 1; ABHD5-PLIN5 inh: 3

Results for COc1ccccc1CCNS(=O)(=O)c1c(C)n(C)c(=O)n(C)c1=O ?
NOD2 RIPK2 PPI: -11; TROY NFkB inh: 12; NCOA2 inhibitor: -3; NR5A2 inv ag: -9; SRC1 inh: -18; TLR9-MyD88 inh: 4; COUP-TFII inh: 4; TWEAK Fn14 block: -7; SRC3 inh: 14; Exocytosis inh: -2; ABHD5-PLIN5 inh: 5

Results for O=C1CCC([N+](=O)[O-])C(c2ccc3c(c2)OCO3)N1 (stereo unspecified) ?
NOD2 RIPK2 PPI: -5; TROY NFkB inh: -55; NCOA2 inhibitor: -12; NR5A2 inv ag: -1; SRC1 inh: 4; TLR9-MyD88 inh: 3; COUP-TFII inh: -2; TWEAK Fn14 block: 8; SRC3 inh: -3; Exocytosis inh: 0; ABHD5-PLIN5 inh: -4

What do the screens show for `Cc1ccc(NC(=O)C(C)OC(=O)c2ccc(NS(=O)(=O)c3ccc(F)c(F)c3)cc2)cc1` (stereo unspecified)?
NOD2 RIPK2 PPI: -10; TROY NFkB inh: 16; NCOA2 inhibitor: 21; NR5A2 inv ag: 0; SRC1 inh: 5; TLR9-MyD88 inh: 8; COUP-TFII inh: 2; TWEAK Fn14 block: 7; SRC3 inh: 4; Exocytosis inh: -4; ABHD5-PLIN5 inh: -11

How did CCNC(=S)N/N=C(\C)c1cccc(C(F)(F)F)c1 do in these assays?
NOD2 RIPK2 PPI: -10; TROY NFkB inh: -15; NCOA2 inhibitor: 4; NR5A2 inv ag: -18; SRC1 inh: -4; TLR9-MyD88 inh: 5; COUP-TFII inh: 16; TWEAK Fn14 block: -12; SRC3 inh: 17; Exocytosis inh: 1; ABHD5-PLIN5 inh: -6

What do the screens show for `CCc1ccc(S(=O)(=O)NCc2cccs2)cc1`?
NOD2 RIPK2 PPI: 3; TROY NFkB inh: -14; NCOA2 inhibitor: 3; NR5A2 inv ag: 3; SRC1 inh: 2; TLR9-MyD88 inh: -3; COUP-TFII inh: 8; TWEAK Fn14 block: 4; SRC3 inh: -17; Exocytosis inh: -6; ABHD5-PLIN5 inh: -12

How did O=C(c1cccc(F)c1)N1CCN(C(=O)c2cc(-c3ccc(Cl)cc3Cl)on2)CC1 do in these assays?
NOD2 RIPK2 PPI: 3; TROY NFkB inh: 16; NCOA2 inhibitor: -20; NR5A2 inv ag: -21; SRC1 inh: -38; TLR9-MyD88 inh: -3; COUP-TFII inh: 13; TWEAK Fn14 block: -13; SRC3 inh: -5; Exocytosis inh: -2; ABHD5-PLIN5 inh: -7

How did N#Cc1ccc(Oc2cc(C(F)(F)F)nc(-c3ccccn3)n2)cc1 do in these assays?
NOD2 RIPK2 PPI: -4; TROY NFkB inh: -14; NCOA2 inhibitor: 1; NR5A2 inv ag: -5; SRC1 inh: -9; TLR9-MyD88 inh: -10; COUP-TFII inh: -3; TWEAK Fn14 block: -3; SRC3 inh: -4; Exocytosis inh: -2; ABHD5-PLIN5 inh: 2

How did CCN(CC)S(=O)(=O)c1ccc(C(=O)NCc2ccc3[nH]c4c(c3c2)CCCC4)cc1 do in these assays?
NOD2 RIPK2 PPI: -9; TROY NFkB inh: -2; NCOA2 inhibitor: -6; NR5A2 inv ag: 33; SRC1 inh: 9; TLR9-MyD88 inh: 8; COUP-TFII inh: -9; TWEAK Fn14 block: -8; SRC3 inh: -2; Exocytosis inh: 2; ABHD5-PLIN5 inh: -5

Some of the compounds tested. The share of hits here may be higher or lower than overall.
